NPR2 activator = GC-B (human) receptor activation | HEK293-GC-B cells, CNP EC30, cGMP TR-FRET; 0% at EC30 CNP, 100% saturating CNP | activation, % at 10 µM | actives 0.11% (n = 370,000);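 active means activation at 10 µM reaching about 35% in either raw or pattern-adjusted values, limit read from the data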
DAX1 inh-1 = inhibitors of human orphan nuclear receptor DAX1 (NR0B1); P51843; inhibition, % at 6.75 µM; HEK293 Gal4-DAX1 luciferase reporter, luminescence; AID 504766; actives 0.99% (n = 340,000);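 active means inhibition above the mean over all tested compounds plus 3 SD, cut at about 4.2% in these data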;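 further: 0% = DAX1-transfected cells with DMSO and 100% = empty-vector control cells with DMSO; inhibition shows as a rise in luminescence from relieved DAX1 repression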
ssDAF12 agonist = activates DAF-12 receptor from parasite S. stercoralis; actives 1% (n = 370,000); AID 652126; HEK293 ssDAF-12/GRIP1 lit1-tk-luc reporter, luminescence; % of 3 µM dafachronic acid response; activation, % at 6.8 µM;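 active means activation above the mean over all tested compounds plus 3 SD, cut at about 0.9% in these data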;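 further: 0% = DMSO-only wells and 100% = 3 µM delta7-dafachronic acid wells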
SMARCA2 act = SMARCA2 function activation, primary screen | actives 1% (n = 370,000) | MG213 cells, MMTV-luciferase reporter, dexamethasone, overnight | activation, % at 9.1 µM; in the data active means activation above about 7.8%;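 further: 0% = vehicle wells and 100% = reference activator wells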
hcDAF12 agonist = activators of H. contortus DAF-12 nuclear receptor. HEK293 hcDAF-12 lit1-tk-luc reporter, luminescence; 0% DMSO, 100% Δ7-dafachronic acid. activation, % at 6.8 µM. actives 1.4% (n = 370,000). AID 652067;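 active means activation above the mean of all tested compounds plus 3 SD, cut at about 5.5% in these data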;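 further: 100% = response to 3 µM Δ7-dafachronic acid high control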
ADAM10 inh = ADAM10 inhibition, QFRET primary screen | recombinant ADAM10, EDANS/DABCYL FRET peptide cleavage, 3 h | inhibition, % at 7 µM | actives 0.62% (n = 370,000) | AID 720582;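 active means inhibition above a per-campaign cutoff equal to the mean of compounds falling between control-based bounds plus 3 SD, cut at about 20% in these data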;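 further: 0% = DMSO wells while the 100% control is not disclosed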
FXN GAA850 act = activators of GAA850 frataxin (FXN) promoter. activation, % at 6 µM. actives 0.56% (n = 360,000). AID 540364. HEK293 lucGAA850 FXN promoter luciferase reporter, 24 h; percent of 10 µM SAHA response;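 active means activation above the average of all compounds screened plus 3 SD, cutoff fixed separately per campaign, cut at about 7.5% in these data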;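 further: 0% = DMSO wells and 100% = 10 µM SAHA wells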
DAX1 inh-2 = blocks DAX1 repression of SF-1 activated StAR promoter; HEK293T StAR-luciferase reporter, SF-1/DAX-1 repression relief; inhibition, % at 6.8 µM; actives 1.1% (n = 370,000); AID 652010;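 active means inhibition above the mean over all tested compounds plus 3 SD, cut at about 3.6% in these data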;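 further: 0% = DAX-1 cells with DMSO and 100% = cells lacking DAX-1 with DMSO; higher inhibition means more luminescence from relief of DAX-1 repression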
hgDAF12 agonist = hgDAF-12 agonism, primary luciferase screen | HEK293 GAL4-hgDAF12 UAS-luciferase reporter, agonist luminescence; normalized to butyrate control | activation, % at 6.8 µM | actives 1.8% (n = 370,000);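 active means activation above a cutoff set at the mean of all screened compounds plus 3 SD, cut at about 10% in these data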;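 further: 0% = DMSO wells and 100% = sodium butyrate wells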
GC-A act = GC-A (human) enzyme activation | P16066 | activation, % at 10 µM | HEK293 GC-A cells, cGMP TR-FRET, EC30 ANP; 0% at EC30 ANP, 100% saturating ANP | actives 0.14% (n = 370,000); in the data active means activation above about 40%
Target sequence (P16066 whole entry, looked up): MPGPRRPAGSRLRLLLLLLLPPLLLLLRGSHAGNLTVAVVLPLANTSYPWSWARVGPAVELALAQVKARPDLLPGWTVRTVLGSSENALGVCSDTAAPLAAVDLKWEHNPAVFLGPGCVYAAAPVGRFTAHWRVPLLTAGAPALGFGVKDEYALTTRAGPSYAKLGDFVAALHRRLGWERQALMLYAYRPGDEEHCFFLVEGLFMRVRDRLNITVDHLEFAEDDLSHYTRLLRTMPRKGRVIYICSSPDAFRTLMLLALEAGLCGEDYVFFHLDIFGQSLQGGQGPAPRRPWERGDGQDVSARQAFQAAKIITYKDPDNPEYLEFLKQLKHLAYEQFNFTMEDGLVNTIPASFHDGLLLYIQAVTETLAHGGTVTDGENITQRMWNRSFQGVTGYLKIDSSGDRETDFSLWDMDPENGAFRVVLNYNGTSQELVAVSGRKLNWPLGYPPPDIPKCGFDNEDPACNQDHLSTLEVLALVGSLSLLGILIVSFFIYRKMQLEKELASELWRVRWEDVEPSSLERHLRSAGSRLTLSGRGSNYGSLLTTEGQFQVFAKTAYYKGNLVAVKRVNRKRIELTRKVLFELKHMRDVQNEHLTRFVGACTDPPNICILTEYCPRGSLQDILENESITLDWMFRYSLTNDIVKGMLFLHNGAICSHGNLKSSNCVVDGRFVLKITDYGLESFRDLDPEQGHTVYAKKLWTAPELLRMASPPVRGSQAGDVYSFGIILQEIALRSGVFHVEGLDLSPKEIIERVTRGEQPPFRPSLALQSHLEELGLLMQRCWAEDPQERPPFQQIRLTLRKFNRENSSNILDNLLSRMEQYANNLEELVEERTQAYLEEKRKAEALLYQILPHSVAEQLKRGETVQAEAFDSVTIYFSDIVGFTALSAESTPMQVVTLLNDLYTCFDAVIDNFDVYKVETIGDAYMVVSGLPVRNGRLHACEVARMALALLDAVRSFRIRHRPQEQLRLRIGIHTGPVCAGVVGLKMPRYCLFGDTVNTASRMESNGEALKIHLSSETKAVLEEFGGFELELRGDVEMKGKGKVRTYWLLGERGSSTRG
HGIII-sPLA2 inh = Blocks human group III sPLA2 activity; Q9NZ20; QFRET BODIPY PC-A2 liposome hydrolysis, fluorescence; inhibition, % at 12.2 µM; actives 0.56% (n = 370,000); AID 743126;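 active means inhibition above mean plus 3 SD of compounds lying within the high and low control bounds, cut at about 19% in these data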;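 further: 0% = median of test compound wells and 100% = no enzyme DMSO wells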
The depositor's hits bear a star; i = inactive; . = not tested or not shown.

SMILES	NPR2 activator	DAX1 inh-1	ssDAF12 agonist	SMARCA2 act	hcDAF12 agonist	ADAM10 inh	FXN GAA850 act	DAX1 inh-2	hgDAF12 agonist	GC-A act	HGIII-sPLA2 inh
COc1cc2c(cc1C=O)OC(C)C2 (configuration not stated)	-7	-0.1	-0.9	-1	-2.4	-61	0.1	0.1	0.5	0	3
CON/C=C(\C=Nc1ccc(F)cc1)c1ncc(C(F)(F)F)cc1Cl	0	-0.4	0.2	1	5.2	-2	1.8	0.4	1.2	-2	-1
COc1ccc(/C=N/NC(=O)C(=O)Nc2ccccn2)cc1OC	-8	0.2	0.1	1	1.3	4	1.5	-0.2	0.2	2	5
c1cnn(-c2nc(N3CCOCC3)nc(N3CCOCC3)n2)c1	6	-0.5	-2.2	-3	-1.3	-4	-5.8	-1.6	-1.0	-4	8
O=C(NCCCO)/C(=C/c1ccco1)NC(=O)c1ccc(Br)o1	0	-0.4	-1.3	0	0.7	8	0.5	0.3	-1.1	0	2
O=C(CNC(=O)C1CCCCC1)Nc1cc(Cl)cc(Cl)c1	-3	0.6	-1.6	-3	0.9	-2	1.9	0.2	-1.1	-3	-1
Nc1c([N+](=O)[O-])cnnc1-c1ccccc1	1	-0.7	-1.6	0	0.2	3	-1.3	-0.8	-1.0	1	-1
Cc1ccc(-c2ccc(SCC(=O)NCC3CCCO3)nn2)cc1 (configuration not stated)	5	0.3	-1.5	-3	-1.9	-8	2.9	0.2	5.6	1	5
O=C(CSc1nnc(NC(=O)C2CCC2)s1)Nc1ccc(N2CCOCC2)cc1	3	0.5	-0.6	-3	0.1	6	-0.4	-0.4	1.9	-2	0
Cc1oc(CC(C)C)cc1C(=O)NCCCC(=O)O	-1	-0.2	-1.4	2	-1.2	1	-0.3	-0.3	-0.5	-1	2
Cc1ccc(C(=O)Nc2ncc3c(Cl)cccc3n2)cc1	.	-1.4	-1.9	-1	1.2	-6	-7.0	-0.5	-3.9	.	1
COc1ccc(Nc2nc(N3CCN(S(C)(=O)=O)CC3)nc3ccccc23)c(OC)c1	-11	-2.4	-1.4	3	0.1	-234	2.9	-0.6	-2.0	5	-4
COc1ccc(OC)c(NC(=O)CN2C(=O)C(C)N(c3ccc(C)cc3)C2=O)c1 (configuration not stated)	0	-0.2	-1.2	-1	0.8	-8	-1.3	-1.7	-0.3	1	2
O=C(NCc1ccccn1)c1cnc2sccn2c1=O	4	-0.8	-1.2	8.5*	-1.7	-131	2.0	-0.1	2.1	-1	2
CC(NC(=O)c1ccc(NS(C)(=O)=O)cc1)c1ccccc1 (configuration not stated)	-2	1.4	-1.0	1	-0.4	-6	1.9	0.3	1.3	3	-1
COc1ccc(/C=N/NC(=O)c2ccc3c(c2)OCCO3)cc1[N+](=O)[O-]	-7	-0.2	-1.8	-1	1.6	1	6.4	0.3	3.3	0	24*
Cc1ccc(C(C(=O)NCc2ccco2)N(C(=O)CNC(=O)c2cccs2)c2c(C)cc(C)cc2C)cc1 (configuration not stated)	1	1.1	-1.7	0	-1.1	-6	-3.9	0.1	-3.5	-5	-7
O=C(NCCCN1CCCC1=O)c1ccc2c(c1)ncn2C1CCCCC1	1	2.2	-1.5	-1	-2.3	-12	0.1	1.2	0.5	14	5
Cn1cnnc1SCC(=O)NC(=O)NC1CCCC1	-1	0.9	-1.4	-1	-1.0	-3	-1.9	0.0	-0.1	1	-2
O=C(NNS(=O)(=O)c1ccc(F)c(Cl)c1)c1cccc(S(=O)(=O)N2CCOCC2)c1	5	0.7	-2.0	1	0.8	-3	0.6	-0.2	-0.8	3	-7
COc1ccc(C(=O)OCC(=O)NC(=O)NC2CCCC2)c(OC)c1	-2	0.7	-1.9	-2	-1.1	10	-2.4	-1.1	-0.5	2	-8
Cc1cccc(N2C(N)=C(C#N)C(C#N)(C#N)C2c2ccccc2)c1 (configuration not stated)	-14	0.7	-1.7	1	-2.6	-77	2.8	-0.6	-4.0	-10	6
CS(=O)(=O)N1CCn2c1nc1ccccc12	0	0.0	-1.3	1	0.4	-1	0.9	0.5	2.0	2	2
Nc1nnc(SCc2cc3c(cc2Cl)OCO3)s1	4	0.0	-1.2	1	1.7	-8	3.5	-0.2	4.2	5	-1
CN(C)CCOC(=O)Cc1ccc(Cl)cc1	1	-0.6	-0.7	-4	1.6	-4	-0.3	0.3	-1.6	1	8
CCC(C)(C)C1CCc2c(sc(NC(=O)c3ccccc3C(=O)O)c2C#N)C1 (configuration not stated)	-2	2.0	-0.7	5	-0.4	6	1.1	0.7	0.0	4	-14
O=C(NCc1ccccc1)c1ccc(-c2ccccc2C(F)(F)F)o1	0	-1.1	-1.1	2	-1.2	10	1.9	0.3	-0.5	-1	-10
Cc1c(NC(=O)Nc2cc(F)c(F)cc2Cl)c(=O)n(-c2ccccc2)n1C	2	.	-1.6	-2	1.6	-3	0.9	0.3	0.3	0	-3
CCOc1ccc(NC(=O)CSc2nnc(NC(=O)C3CC3)s2)cc1	-3	2.9	-1.4	-3	-2.8	1	0.8	0.0	0.5	-1	5
CN1CCN(NC(=O)c2cccc(S(=O)(=O)N3CCCCCC3)c2)CC1	3	1.2	-1.8	-2	-0.7	-2	1.1	0.3	-0.5	-3	-2
Cn1cc(C=C2C(=O)OC3(CCCCC3)OC2=O)c2ccccc21	2	1.2	0.4	-2	1.6	1	-1.5	0.3	0.9	-4	3
COc1ccc(N(C(=O)/C=C/c2ccc(OC)c(OC)c2)C2=CC3CCC(C2)N3C)cc1 (configuration not stated)	2	0.1	-0.6	2	-1.4	6	6.1	0.4	-0.6	2	-15
CCC1Oc2ccccc2N(CC(=O)NCCCN2CCCC2)C1=O (configuration not stated)	1	1.0	-0.8	-2	-2.5	-17	0.4	-0.6	1.0	1	8
CCN(CC)c1ccc(/C=N/OC(C)C(=O)Nc2ccc(C)cc2)cc1 (configuration not stated)	5	-0.4	-1.8	-1	0.2	-23	1.7	-0.5	0.9	-1	8
Cc1cc(C(=O)CSc2nnnn2-c2ccccc2)c(C)n1-c1ccc2c(c1)OCO2	1	0.0	0.0	-2	0.7	-7	-0.1	-1.2	0.1	1	4
Cn1cccc1Cc1nnc(SCC(=O)NCC2CCCO2)n1CCc1ccccc1 (configuration not stated)	3	-0.9	-1.0	-3	-0.6	-1	1.6	-0.4	0.4	0	-10
COc1ccc(NS(=O)(=O)c2cc(C)ccc2C)cc1	-13	0.6	-1.4	-1	0.4	3	-2.4	-0.7	-0.7	-13	-8
Cc1ccc(C)n1CCN1CCN(S(=O)(=O)c2ccc(F)cc2F)CC1	8	1.7	-1.1	-3	-1.1	-2	1.2	0.9	1.5	3	-4
COc1ccccc1NC(=O)c1ccc(Cl)c(S(=O)(=O)NCc2ccco2)c1	3	0.0	-0.9	1	-1.6	-1	0.6	-0.1	-0.5	2	7
CN1CCN(C(=O)c2ccc(-c3cnc4cccnn34)cc2)CC1	8	.	-1.0	-3	-1.2	i	-1.0	0.6	1.6	1	8

3 compounds out of the list above, sorted by the value under DAX1 inh-1, high to low.
Compound,NPR2 activator,DAX1 inh-1,ssDAF12 agonist,SMARCA2 act,hcDAF12 agonist,ADAM10 inh,DAX1 inh-2,GC-A act,HGIII-sPLA2 inh
CCOc1ccc(NC(=O)CSc2nnc(NC(=O)C3CC3)s2)cc1,-3,2.9,-1.4,-3,-2.8,1,0.0,-1,5
COc1ccc(NS(=O)(=O)c2cc(C)ccc2C)cc1,-13,0.6,-1.4,-1,0.4,3,-0.7,-13,-8
Nc1nnc(SCc2cc3c(cc2Cl)OCO3)s1,4,0.0,-1.2,1,1.7,-8,-0.2,5,-1

Next section
SMILES	NPR2 activator	DAX1 inh-1	ssDAF12 agonist	SMARCA2 act	hcDAF12 agonist	ADAM10 inh	FXN GAA850 act	DAX1 inh-2	hgDAF12 agonist	GC-A act	HGIII-sPLA2 inh
Cc1ccc2[nH]c(=O)c(CN(CCCN3CCOCC3)C(=O)Nc3cccc(Cl)c3)cc2c1	-5	-0.8	-0.7	-2	-1.5	-1	-2.5	-0.5	1.3	-4	-11
COc1ccccc1C(=O)N(Cc1ccccc1)c1ccc(C)cc1	-8	0.9	-0.6	0	-0.3	5	-0.1	-1.6	-0.4	-16	-3
CCOc1ccc(CN(C)C(=O)CN2C(=O)NC3(CCCc4ccccc43)C2=O)cc1 (configuration not stated)	5	-0.4	-1.2	-4	-2.2	-11	0.2	-1.1	-4.0	0	11
COc1cc(/C=N/NC(=O)c2ccc(F)cc2)ccc1OC(=O)c1ccco1	4	0.1	-0.8	0	-0.2	7	3.3	0.7	6.5	-2	-6
O=C(NCc1ccccc1)N1CCC(CO)(Cc2cccc(F)c2)CC1	3	1.1	-0.8	1	0.1	3	0.7	-0.4	-1.2	0	-1
O=C(Nc1ccccc1)OC[C@@H]1C=CS(=O)(=O)N1Cc1ccc(Br)cc1	-8	.	-1.1	0	-1.0	-1	.	-1.5	-0.3	-3	-16
CCOc1ccc(N2CC(C(=O)NCC(=O)Nc3ccc(F)c(F)c3F)CC2=O)cc1 (configuration not stated)	2	1.1	-0.7	2	-0.4	-8	0.0	1.4	0.9	-2	4
CCC(C)(C(=O)NC1CCCC1)N(C(=O)CC1NC(=O)NC1=O)c1c(C)n(C)n(-c2ccccc2)c1=O (configuration not stated)	5	0.0	-2.1	-1	-0.5	-3	-0.5	-0.4	0.9	-3	-3
C[C@H]1[C@H](c2ccccc2)Oc2cc(Br)ccc2S(=O)(=O)N1Cc1cccc(F)c1	3	.	-1.3	2	-0.7	1	.	-1.0	-2.0	-3	3
O=C(c1ccc(F)cc1F)N1CCC(N2CCC(C(=O)N3CCOCC3)CC2)CC1	2	0.4	-1.2	-3	0.4	-11	-1.0	-0.1	3.9	2	0
CC1(C)CC2(OC2c2ccccc2[N+](=O)[O-])C(=O)c2ccccc21 (configuration not stated)	-2	-0.3	-0.9	1	-1.8	-8	-0.2	1.0	2.4	-3	-3
Cc1c(Cl)c([N+](=O)[O-])nn1CCCC(=O)Nc1cccc(Cl)c1Cl	-4	0.5	-1.5	-2	1.6	-7	-4.2	-0.2	-0.2	-6	14
Cc1ccc(C(=O)NC2CCCCN(C)C2=O)c(C)c1 (configuration not stated)	-4	.	-1.3	2	1.1	-3	.	-0.2	3.7	-1	4
N#Cc1ccc(C(=O)OCC(=O)Nc2cccc(S(=O)(=O)N3CCCCC3)c2)cc1	-2	-0.4	-0.9	-2	-0.1	-3	0.8	-0.6	0.6	1	3
CCn1cc(C(=O)NCC2CCCO2)c(=O)c2cc(S(=O)(=O)N(C)C)ccc21 (configuration not stated)	-7	1.3	0.2	2	1.0	-4	0.6	-0.5	0.2	1	16
COc1ccc(C(=O)N2CCC(n3nccc3NC(=O)C3CC3)CC2)cc1F	3	0.7	-1.3	-1	0.9	-11	0.4	-0.6	-1.6	4	2
COCc1cc(C)nc(OCC(=O)N/N=C/c2ccc(O)cc2)c1C#N	-2	2.3	-0.6	-3	-3.6	-5	-1.5	-0.5	-2.6	-6	-10
CCOc1ccc(OCCCCn2ccnc2)cc1	0	0.0	-1.1	0	-1.7	0	0.8	0.1	0.2	3	-13
